# Assay outcomes as filed in PubChem BioAssay.
# ADAM17 inh: ADAM17 inhibition, QFRET primary screen. P78536. recombinant ADAM17, EDANS/DABCYL FRET peptide cleavage. inhibition, % at 6.95 µM. 0.83% of 370,000 active. AID 720648;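 active = inhibition above the mean of compounds lying between control limits plus 3 SD, set per campaign, cut at about 8.5% in these data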;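 note: 0% = DMSO-only wells as the low control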
# MBD2 DNA inh: MBD2-methylated oligo binding inhibition; Q9UBB5; TR-FRET, MBD2 binding to methylated oligonucleotide; inhibition, % at 4.4 µM; 0.31% of 370,000 active; in the data active = inhibition above about 13%
# hgDAF-12 ag: hgDAF-12 agonism, primary luciferase screen; HEK293 GAL4-hgDAF12 UAS-luciferase reporter, agonist luminescence; normalized to butyrate control; activation, % at 6.8 µM; 1.8% of 370,000 active; AID 687014;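 active = activation above a cutoff set at the mean of all screened compounds plus 3 SD, cut at about 10% in these data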;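 note: 0% = DMSO wells and 100% = sodium butyrate wells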
# NR1D1 modulator: modulates human Rev-erb alpha binding to DNA; activity, % at 10 µM; AID 1259318; 0.79% of 370,000 active; P20393; Rev-erbα–FITC-DNA binding, fluorescence polarization, 90 min;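 active = activity above about 14%, limit read from the data; passing the limit was not always enough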;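 note: 0% = DMSO wells with 35 nM protein and 100% = DMSO wells with 750 nM protein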
# DAX1 inh-1: inhibitors of DAX1 repression of SF-1 activated StAR promoter | HEK293T StAR-luciferase reporter, SF-1/DAX-1 repression relief | inhibition, % at 6.8 µM | 1.1% of 370,000 active | AID 652010;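 active = inhibition above the mean over all tested compounds plus 3 SD, cut at about 3.6% in these data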;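 note: 0% = DAX-1 cells with DMSO and 100% = cells lacking DAX-1 with DMSO; higher inhibition means more luminescence from relief of DAX-1 repression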
# PLC-beta3 inh: blocks human PLC-beta3 enzyme activity; Q01970; Purified PLC-beta3, fluorogenic substrate, fluorescence; inhibition, % at 12.2 µM; 0.18% of 370,000 active; in the data active = inhibition above about 11%;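 note: 0% = median of compound wells on plate and 100% = full blocker control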
# Target sequence (Q01970 whole entry, looked up): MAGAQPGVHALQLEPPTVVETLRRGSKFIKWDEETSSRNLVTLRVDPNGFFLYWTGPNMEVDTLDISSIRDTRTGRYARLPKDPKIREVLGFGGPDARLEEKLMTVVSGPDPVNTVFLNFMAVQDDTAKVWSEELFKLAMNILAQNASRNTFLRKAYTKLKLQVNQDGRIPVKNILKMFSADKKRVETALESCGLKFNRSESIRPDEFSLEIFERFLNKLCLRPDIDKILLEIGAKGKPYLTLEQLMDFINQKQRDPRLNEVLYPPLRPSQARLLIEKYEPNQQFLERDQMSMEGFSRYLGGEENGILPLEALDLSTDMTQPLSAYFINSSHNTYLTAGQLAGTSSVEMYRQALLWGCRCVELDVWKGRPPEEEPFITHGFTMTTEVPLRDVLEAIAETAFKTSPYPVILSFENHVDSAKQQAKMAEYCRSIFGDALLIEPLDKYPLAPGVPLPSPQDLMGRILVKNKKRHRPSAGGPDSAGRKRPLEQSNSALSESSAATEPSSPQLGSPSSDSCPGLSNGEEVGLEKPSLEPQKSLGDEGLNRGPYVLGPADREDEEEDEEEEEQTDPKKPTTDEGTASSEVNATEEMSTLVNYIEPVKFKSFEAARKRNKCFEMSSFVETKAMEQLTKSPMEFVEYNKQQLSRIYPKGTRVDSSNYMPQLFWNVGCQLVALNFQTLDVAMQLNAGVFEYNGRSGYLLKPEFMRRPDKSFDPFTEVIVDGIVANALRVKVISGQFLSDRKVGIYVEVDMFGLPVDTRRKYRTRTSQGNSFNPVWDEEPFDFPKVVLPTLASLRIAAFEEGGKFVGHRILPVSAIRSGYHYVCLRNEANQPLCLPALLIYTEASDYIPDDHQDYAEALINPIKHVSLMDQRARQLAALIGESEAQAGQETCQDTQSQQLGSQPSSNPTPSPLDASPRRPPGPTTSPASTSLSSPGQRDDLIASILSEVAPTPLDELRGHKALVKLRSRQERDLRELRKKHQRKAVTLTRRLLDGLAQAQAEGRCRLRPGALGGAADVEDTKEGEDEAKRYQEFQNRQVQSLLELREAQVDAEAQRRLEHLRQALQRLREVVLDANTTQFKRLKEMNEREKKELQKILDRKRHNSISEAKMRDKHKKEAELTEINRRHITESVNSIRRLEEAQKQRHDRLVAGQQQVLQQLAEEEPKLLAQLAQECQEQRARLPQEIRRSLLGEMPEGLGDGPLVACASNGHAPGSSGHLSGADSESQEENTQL
# SMARCA2 act: activators of SMARCA2 function. MG213 cells, MMTV-luciferase reporter, dexamethasone, overnight. activation, % at 9.1 µM. 1% of 370,000 active. AID 652017; in the data active = activation above about 7.8%;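 note: 0% = vehicle wells and 100% = reference activator wells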
# hcDAF12 agonist: H. contortus DAF-12 activation, primary screen. HEK293 hcDAF-12 lit1-tk-luc reporter, luminescence; 0% DMSO, 100% Δ7-dafachronic acid. activation, % at 6.8 µM. 1.4% of 370,000 active. AID 652067;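 active = activation above the mean of all tested compounds plus 3 SD, cut at about 5.5% in these data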;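 note: 100% = response to 3 µM Δ7-dafachronic acid high control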
# PLC-gamma1 inh: inhibitors of human phospholipase C gamma1; inhibition, % at 12.2 µM; 0.84% of 370,000 active; purified PLC-gamma1, fluorogenic substrate, fluorescence; P19174; in the data active = inhibition above about 9.5%
# DAX1 inh-2: inhibitors of human orphan nuclear receptor DAX1 (NR0B1); AID 504766; P51843; HEK293 Gal4-DAX1 luciferase reporter, luminescence; inhibition, % at 6.75 µM; 0.99% of 340,000 active;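 active = inhibition above the mean over all tested compounds plus 3 SD, cut at about 4.2% in these data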;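 note: 0% = DAX1-transfected cells with DMSO and 100% = empty-vector control cells with DMSO; inhibition shows as a rise in luminescence from relieved DAX1 repression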
# ssDAF-12 act: activates DAF-12 receptor from parasite S. stercoralis; HEK293 ssDAF-12/GRIP1 lit1-tk-luc reporter, luminescence; % of 3 µM dafachronic acid response; activation, % at 6.8 µM; 1% of 370,000 active; AID 652126;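 active = activation above the mean over all tested compounds plus 3 SD, cut at about 0.9% in these data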;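 note: 0% = DMSO-only wells and 100% = 3 µM delta7-dafachronic acid wells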
# * marks the source's active call; other numbers are inactive results; · = no result given.
1: Cc1cccc(NCCC#N)c1
2: O=C1CSC(c2cn(-c3ccccc3)nc2-c2cccs2)N1Cc1ccccc1 (stereo not drawn)
3: N#CCC(CNc1ncc(C(F)(F)F)cc1Cl)OC(=O)c1cccc([N+](=O)[O-])c1 (stereo not drawn)
4: CCCNC(=O)CN1C(=O)c2ccccc2Sc2ncccc21
5: CCOc1ccc(Nc2nnc(SCc3nc4ccccc4c(=O)[nH]3)s2)cc1
6: COc1c(C)cc(C(=O)C2CCCN(C(=O)C3=C(C)OCCO3)C2)cc1C (stereo not drawn)
7: CC(C)(C)NC(=O)/C(=C\c1ccc(Br)cc1)NC(=O)c1cccs1
8: Cc1ccc2c(CC(=O)NCC(=O)Nc3c(C)cccc3C)coc2c1
entry no.,1,2,3,4,5,6,7,8
ADAM17 inh,-2,-3,8,1,-5,-1,0,-2
MBD2 DNA inh,2,-2,-3,2,-1,0,-7,-3
hgDAF-12 ag,1.1,1.2,-1.4,-0.7,-0.1,-3.0,0.0,0.3
NR1D1 modulator,-4,4,-4,-4,-1,3,5,0
DAX1 inh-1,0.2,-0.3,-1.3,0.2,-0.7,-0.3,-0.4,0.9
PLC-beta3 inh,2,2,1,-3,-23,5,-2,-2
SMARCA2 act,-2,-1,1,3,-3,-2,1,1
hcDAF12 agonist,-0.2,-0.1,-2.4,0.7,-0.7,-2.2,0.1,-1.4
PLC-gamma1 inh,0,-1,4,2,-10,3,-3,-6
DAX1 inh-2,0.7,·,0.8,1.7,0.9,-0.9,0.1,-1.1
ssDAF-12 act,-1.3,-0.8,-0.9,-0.3,-1.8,-2.2,-1.1,-1.2

9: CCCc1nc2sc3c(=O)[nH]cnc3c2c2c1CCCC2
10: O=C(O)C(=O)Nc1nc(-c2ccc3c(c2)OCCO3)cs1
11: COC(=O)[C@]12C[C@H](CC(=O)NCCCN3CCCC3=O)C(=O)N(Cc3ccccc3)C1=C[C@H](C(C)C)O[C@@H]2C1CC1
12: CCOC(=O)C1=C(C)Nc2ccccc2N=C1NC(=O)C1CCN(C(=O)c2ccccc2C)CC1
13: COc1ccc(NC(=S)NCc2cccnc2)cc1
14: CCCCNc1ncnc2c1cnn2-c1ccc(C)cc1C
15: CC1(C)CCC(=O)N(c2ccc(OC(F)(F)F)cc2)C1=O
16: Cc1ccc(C(=O)Oc2ccc(Cl)c3cccnc23)cc1[N+](=O)[O-]
entry no.,9,10,11,12,13,14,15,16
ADAM17 inh,-1,-6,-3,-2,4,4,-4,-1
MBD2 DNA inh,1,6,3,-3,4,-2,4,-5
hgDAF-12 ag,-1.7,1.7,1.8,0.5,1.3,3.2,0.8,0.1
NR1D1 modulator,19,7,0,-5,-7,7,1,-4
DAX1 inh-1,-0.3,2.1,0.9,-1.3,0.5,0.8,-0.3,-0.1
PLC-beta3 inh,-6,-9,2,6,5,10,-1,1
SMARCA2 act,-2,2,-4,-1,-7,2,1,1
hcDAF12 agonist,-0.5,2.1,-1.0,1.4,-1.8,-1.5,0.5,3.3
PLC-gamma1 inh,1,-2,0,3,3,11*,3,1
DAX1 inh-2,·,0.3,·,-0.9,1.1,1.6,-1.2,-0.8
ssDAF-12 act,-1.7,-1.0,-1.1,-0.9,-0.8,-1.5,-0.7,0.0

17: COc1ccc(NC(=O)COC(=O)Cn2cnc3ccccc3c2=O)cc1OC
18: CC1CCN(c2ccc3c(c2)S(=O)(=O)c2cccc(C(=O)NC[C@@H]4CCCO4)c2C3=O)CC1
19: C[C@H](CO)N1C[C@H](C)[C@@H](CN(C)C(=O)Nc2ccc3c(c2)OCO3)Oc2c(NS(=O)(=O)c3ccccc3)cccc2C1=O
20: COC(=O)c1cc(Br)c(=O)n(-c2ccccc2F)c1
21: CC(=O)Nc1ccc(-c2ccnc3c2CC(C)(C(=O)Nc2cccc(OC(F)(F)F)c2)O3)cc1 (stereo not drawn)
22: CCn1cc(/C=C(\NC(=O)c2ccc(OC)cc2)C(=O)NCCCn2ccnc2)c2ccccc21
23: Brc1ccc(Nc2c3c(nc4ncnn24)CCC3)cc1
24: CC1CCN(C(=O)CSc2nc3c(c(=O)n(C)c(=O)n3C)n2C)CC1
entry no.,17,18,19,20,21,22,23,24
ADAM17 inh,-2,3,-3,-2,3,-4,0,3
MBD2 DNA inh,-7,-9,-2,-5,0,6,5,2
hgDAF-12 ag,-0.3,-5.7,1.7,-0.3,-1.2,0.0,1.2,-1.5
NR1D1 modulator,-2,18*,0,0,8,3,-6,3
DAX1 inh-1,-0.1,-0.9,-0.2,-0.3,-1.4,0.3,-0.8,0.0
PLC-beta3 inh,-7,-170,-13,-1,0,-9,-5,-2
SMARCA2 act,0,3,2,-3,-3,-3,-3,-3
hcDAF12 agonist,0.0,-2.4,-1.1,0.2,-1.0,-0.4,-1.6,-1.0
PLC-gamma1 inh,0,-120,-8,5,0,0,-5,1
DAX1 inh-2,0.6,-2.1,0.2,-0.9,·,-0.1,0.1,-0.2
ssDAF-12 act,-1.3,-1.7,-1.4,-0.4,-1.3,-1.3,-2.1,-0.8

25: Cc1ccc(NC(=O)COC(=O)Cc2c(F)cccc2Cl)cc1S(=O)(=O)N1CCOCC1
26: CC(C)Oc1ccc(C(=O)CCN2CCOCC2)cc1
27: CCCCN(C(=O)c1cc(S(=O)(=O)N2CCCCCC2)ccc1OC)c1ccccc1
28: O=C(C1CCCC1)N1CCN(S(=O)(=O)c2cccc(Cl)c2Cl)CC1
29: O=C(Nc1ccncc1)c1cncc(Br)c1
30: Fc1ccc(CSc2nc3ncc(Br)cc3[nH]2)cc1
31: COc1ccc(Cc2c(O)nc(SCC(=O)NC(C)(C)C)[nH]c2=O)cc1
32: O=C(c1ccccc1)c1ccc(Oc2ccc(C(=O)O)c(C(=O)O)c2)cc1
entry no.,25,26,27,28,29,30,31,32
ADAM17 inh,1,-3,-3,-7,-2,-2,0,1
MBD2 DNA inh,4,2,3,-1,8,-2,3,3
hgDAF-12 ag,-0.6,1.0,1.9,1.3,5.2,1.5,-3.4,-1.4
NR1D1 modulator,-3,-3,2,4,-1,19,0,6
DAX1 inh-1,-0.2,0.1,-4.2,-0.4,0.2,-0.3,-0.3,0.6
PLC-beta3 inh,-1,-4,-6,-5,-1,-1,-6,-2
SMARCA2 act,-2,0,-3,-3,0,1,0,0
hcDAF12 agonist,1.2,-2.1,-2.5,0.5,-1.0,1.0,-1.2,-0.1
PLC-gamma1 inh,3,1,1,1,6,4,1,2
DAX1 inh-2,-1.3,-1.2,-1.4,-1.8,-0.1,1.0,-0.5,-0.3
ssDAF-12 act,-0.8,-1.5,-1.4,-0.8,-1.4,-1.3,-1.8,-1.0

33: Cc1[nH]c2ccccc2c1C(=O)COC(=O)c1nccnc1N
34: O=C(CN1C(=O)/C(=C/c2ccccc2F)Oc2ccccc21)N1CCN(c2ccccn2)CC1
35: COc1ccc(/C(N)=N/OC(=O)Oc2ccccc2)cc1OC
36: COc1cc(NC(=O)CC(C)S(=O)(=O)c2ccc3c(c2)NC(=O)CO3)cc(OC)c1OC (stereo not drawn)
37: Cc1nn(C)c(NC(=O)c2ccccc2Cl)c1Cl
38: O=C(Nc1ccccc1)c1ccccc1N=Cc1cccc(O)c1
39: O=c1ccc2cc(S(=O)(=O)N3CCN(c4ccccc4F)CC3)ccc2[nH]1
40: CN(CC(=O)O/N=C(\N)c1ccc(Br)cc1)S(=O)(=O)c1ccccc1
entry no.,33,34,35,36,37,38,39,40
ADAM17 inh,-54,-19,0,-7,-7,-247,-3,-1
MBD2 DNA inh,2,1,7,-2,-3,-6,-1,-2
hgDAF-12 ag,-0.7,0.4,-0.2,0.0,-0.7,4.4,-2.3,0.2
NR1D1 modulator,1,-1,-9,1,10,-6,-2,1
DAX1 inh-1,0.2,0.1,0.3,-1.2,-0.4,-0.3,-0.9,-1.2
PLC-beta3 inh,-37,-111,4,-5,-6,-465,0,-6
SMARCA2 act,1,-2,-2,-3,-3,0,1,-1
hcDAF12 agonist,-1.0,3.4,0.2,-0.5,-1.9,0.2,0.1,-0.7
PLC-gamma1 inh,-21,-106,4,2,0,-384,-2,2
DAX1 inh-2,-0.3,2.4,0.8,0.9,0.1,0.8,-0.6,-0.3
ssDAF-12 act,-1.2,-1.6,-1.3,-1.7,-1.5,-1.6,-0.7,-0.9

41: O=C(COC(=O)CNC(=O)c1ccccc1F)NCCC1=CCCCC1
42: Cc1nc2oc3c(=O)[nH]cnc3c2c2c1COC(C)(C)C2
43: CCOC(=O)c1sc(NC(=O)CN(CC(C)C)CC(C)C)c(C(=O)OCC)c1C
44: O=C(NCC1CCCO1)c1ccc(F)c2ccccc12 (stereo not drawn)
entry no.,41,42,43,44
ADAM17 inh,-4,-5,3,-4
MBD2 DNA inh,7,-1,-6,-4
hgDAF-12 ag,3.3,-0.1,0.8,-3.0
NR1D1 modulator,5,-3,5,5
DAX1 inh-1,-0.6,0.5,-0.9,-0.5
PLC-beta3 inh,1,-10,4,-9
SMARCA2 act,2,-2,-1,-2
hcDAF12 agonist,-2.0,-1.4,-0.6,-1.5
PLC-gamma1 inh,-2,-3,1,-3
DAX1 inh-2,0.4,-0.3,-0.3,-0.1
ssDAF-12 act,-1.6,-1.2,-0.8,-0.8

# Of the compounds above, these contain an NH in an aromatic ring:
5: CCOc1ccc(Nc2nnc(SCc3nc4ccccc4c(=O)[nH]3)s2)cc1
9: CCCc1nc2sc3c(=O)[nH]cnc3c2c2c1CCCC2
30: Fc1ccc(CSc2nc3ncc(Br)cc3[nH]2)cc1
31: COc1ccc(Cc2c(O)nc(SCC(=O)NC(C)(C)C)[nH]c2=O)cc1
33: Cc1[nH]c2ccccc2c1C(=O)COC(=O)c1nccnc1N
39: O=c1ccc2cc(S(=O)(=O)N3CCN(c4ccccc4F)CC3)ccc2[nH]1
42: Cc1nc2oc3c(=O)[nH]cnc3c2c2c1COC(C)(C)C2
entry no.,5,9,30,31,33,39,42
ADAM17 inh,-5,-1,-2,0,-54,-3,-5
MBD2 DNA inh,-1,1,-2,3,2,-1,-1
hgDAF-12 ag,-0.1,-1.7,1.5,-3.4,-0.7,-2.3,-0.1
NR1D1 modulator,-1,19,19,0,1,-2,-3
DAX1 inh-1,-0.7,-0.3,-0.3,-0.3,0.2,-0.9,0.5
PLC-beta3 inh,-23,-6,-1,-6,-37,0,-10
SMARCA2 act,-3,-2,1,0,1,1,-2
hcDAF12 agonist,-0.7,-0.5,1.0,-1.2,-1.0,0.1,-1.4
PLC-gamma1 inh,-10,1,4,1,-21,-2,-3
DAX1 inh-2,0.9,·,1.0,-0.5,-0.3,-0.6,-0.3
ssDAF-12 act,-1.8,-1.7,-1.3,-1.8,-1.2,-0.7,-1.2

# Random draw from the library, and some 7.4% of all compounds hit somewhere here.
